Source: PubChem (National Center for Advancing Translational Sciences (NCATS))
IMPase Li cell = IMPase inhibition in cells with lithium potentiation; CHO-M1 cells, IP1 TR-FRET (IP-One), carbachol + lithium; Potency, µM (top dose mostly 59.4 µM), inactives show top-dose activity, negative = IMPase inhibition, most hits filed as inhibitors; actives 0.35% (n = 210,000); AID 1457;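 note: IP1 builds up when IMPase is blocked and the TR-FRET signal falls; potency is the fitted concentration of half-maximal effect; plate controls were basal vehicle for no effect and high inhibitor control for full effect; nearly all actives have a fitted effect of over 50% in size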
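Steps: plate 2000 CHO-M1 cells per well and culture 16–30 h; add compound and lithium; incubate 30 min, 37C; add d2-IP1 tracer and Eu cryptate anti-IP1 antibody in lysis buffer; read after 10 min at room temperature.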
HttQ103 aggreg = reduces HttQ103-GFP aggregates in PC12 cells | PC12 HttQ103-GFP aggregates, Acumen cytometry, 40 h | actives 1.1% (n = 220,000) | Potency, µM (series often up to 46.1 µM), inactives show top-dose activity change, negative = inhibition, hits mostly inhibitors | AID 1688; note: potency is the fitted concentration of half-maximal effect; % is set by controls: 0 for no effect and ±100 for the full control effect; nearly all actives have a fitted effect of over 60% in size
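PC12/HTTQ103-GFP, ecdysone-inducible; teb 100 nM; cpd qHTS titration; GFP aggregates read on laser cytometer, Ex 488/Em 500-530 nm.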
HTT cytoprotect = Huntington cell model cytoprotection by ATP luminescence; Potency, µM (highest dose often 56.4 µM), without a hit: cytoprotection (ATP increase), hits mostly activators; PC12 HTT-Q103 induced, cytoprotection, ATP luminescence, 40 h; AID 1471; actives 0.14% (n = 230,000);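 note: potency is the fitted concentration of half-maximal effect; % of control where 0% means no effect; nearly all actives have a fitted effect of over 45% in size; toxic huntingtin expression switched on by the ecdysone agonist tebufenozide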
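Stable PC12 Q103-GFP cells in serum-supplemented, phenol red-free DMEM; induction by tebufenozide at 100 nM final; compound dose series; cell viability quantified luminescently from ATP.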
SMN2 splice enh = enhancers of SMN2 splice variant expression; HEK293 SMN2-luciferase splicing reporter, luminescence, 30-36 h; Potency, µM (series often up to 46.1 µM), for inactives: top-dose activity change, positive = activation, usual class: activators; actives 2.8% (n = 210,000); AID 1458; note: potency is the fitted concentration of half-maximal effect; % of control where 0% means no effect; nearly all actives have a fitted effect of over 55% in size
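qHTS luciferase splicing reporter: luminescence rises when SMN2 exon 7 is included in transfected HEK293 cells. Compound exposure lasted 30-36 h at 37C, with 4.5 mM final sodium butyrate as control, followed by a ONE-Glo read.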
LMNA splice mod = changes lamin A minigene splicing in HeLa cells | AID 1487 | Potency, µM (top dose mostly 46.1 µM), inactives show at the top dose ratio change, negative = inhibition, hits mostly inhibitors | HeLa LMNA splicing GFP/RFP minigene ratio, 48 h | actives 0.01% (n = 200,000); active = well fitted inhibition curve with a large enough effect in the signal ratio, with a control signal flat, not every such curve was filed as active; inconclusive = small, poorly fitted or top-dose-only effect, or effect the other way, or a change in a side signal; the % refers to the signal ratio; note: potency is the fitted concentration of half-maximal effect; % is set by controls: 0 for no effect and ±100 for the full control effect
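Read-out is the ratio of GFP to DsRed2 object intensity, acquired by 488 nm laser-scanning cytometry on HeLa lamin A-EGFP minigene reporter cells. Compound incubation 48 hrs at 37 °C in Opti-MEM with 2% FBS; DMSO 0.5% final.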
Luc counter = counter-screen: inhibitors of Kinase-Glo firefly luciferase. Q27757. Kinase-Glo luciferase, ATP luminescence, 8 min. actives 0.28% (n = 200,000). Potency, µM (titrated, usually from 38.3 µM), without a hit: at the highest dose activity change, negative = inhibition, most hits filed as inhibitors; note: potency is the fitted concentration of half-maximal effect; % is set by controls: 0 for no effect and ±100 for the full control effect; nearly all actives have a fitted effect of over 60% in size
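Recombinant Kinase-Glo luciferase, 10 uM ATP (linear range), luciferin; imidazole pH 7.2 / KCl / MgCl2 / Tween / BSA buffer; 8 min RT; luminescence.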
CBFb-RUNX1 inh = CBF-beta/RUNX1 interaction disruption; Q01196+Q13951; 230,000 tested, under 10 active; AlphaScreen CBFb-His/RUNX1-biotin binding, biochemical; AID 1477; Potency, µM (titrated, usually from 59.8 µM), for the others: top-dose activity, negative = inhibition, actives largely listed as inhibitors; note: % of control where 0% means no effect
Target sequence (Q01196 whole entry, looked up): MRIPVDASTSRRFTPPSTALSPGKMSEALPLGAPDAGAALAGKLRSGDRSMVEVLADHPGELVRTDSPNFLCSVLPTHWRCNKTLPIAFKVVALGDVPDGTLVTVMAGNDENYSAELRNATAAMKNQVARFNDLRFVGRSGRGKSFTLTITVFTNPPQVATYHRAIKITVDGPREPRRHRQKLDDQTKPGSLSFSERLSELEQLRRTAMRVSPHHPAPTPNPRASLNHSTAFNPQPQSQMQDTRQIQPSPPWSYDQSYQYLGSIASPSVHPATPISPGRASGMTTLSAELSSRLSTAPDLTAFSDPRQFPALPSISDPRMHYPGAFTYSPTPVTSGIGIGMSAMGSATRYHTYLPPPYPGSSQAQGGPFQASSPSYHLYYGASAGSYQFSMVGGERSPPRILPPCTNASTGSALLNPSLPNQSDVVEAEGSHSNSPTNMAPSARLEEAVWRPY
Target sequence (Q13951 whole entry, looked up): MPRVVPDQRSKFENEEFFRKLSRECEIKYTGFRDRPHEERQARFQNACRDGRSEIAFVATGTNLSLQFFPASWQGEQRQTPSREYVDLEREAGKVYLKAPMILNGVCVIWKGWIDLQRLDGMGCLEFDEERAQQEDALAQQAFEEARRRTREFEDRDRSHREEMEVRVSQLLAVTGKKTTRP
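Interaction loss through any mechanism counts as activity. Pre-formed complex of His-CBF-beta and biotin-RUNX1 (30 nM apiece) is incubated with compound 15 min, then with 50 ng nickel and 50 ng streptavidin beads for 90 min before AlphaScreen detection.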
* = called active by the depositor; u = inconclusive; x = no result given; & = joins results of further samples; [ ] = remark or other dose. Unless noted, calls come from the whole dose curve; as a rule, active = well fitted curve in the direction sought with a large enough effect; inconclusive = small, poorly fitted or top-dose-only effect, or another doubt; inactive = no such curve, though single readings can be large; an effect the other way counts as inactive or inconclusive.

SMILES	IMPase Li cell	HttQ103 aggreg	HTT cytoprotect	SMN2 splice enh	LMNA splice mod	Luc counter	CBFb-RUNX1 inh
CCn1ncc(/C=N\NC(=O)c2csc3ccccc23)c1C	2%[38.3 µM]	-3%	-58%[inhibitor]	23%	-24%	8%	6%
COc1ccccc1C(=O)NNC(=O)c1ccc(NC(=O)C(C)C)cc1	3%	4%	6%[10 µM]	4%	7%[46 µM]	-3%	-2%
N[C@H](C(=O)O)[C@H](O)C(=O)O	-2%&-12%&7%	x	-12%&4%	-9%&-4%	-16%	-1%&2%	16%
Cc1cc(C)n(C(=O)c2ccc([N+](=O)[O-])c(Cl)c2)n1	-1%	5%	x	17%	12%	-2%	-1%
O=C1Nc2ccccc2OC1CC(=O)N1CCN(c2cccc(C(F)(F)F)c2)CC1 (configuration not stated)	15%[38.3 µM]	u	-20%	-1%	-12%	-3%	0%
CCn1c(O)c(C2=c3ccccc3=NC2=O)c2cc(Br)ccc21	52%[activator]	10%	-11%	-79%[inhibitor]	x	u	4%
O=[N+]([O-])c1cccc(/C=N/n2c(COc3ccccc3)n[nH]c2=S)c1	32%[activator][38.3 µM]	7%	22%	-6%	-2%[0.0737 µM]	5%	-14%
COc1ccc(-c2cn(-c3cccc(C)c3)c(=O)[nH]2)cc1OC	2%	-6%	-26%	12%	x	-2%	16%
CC(=O)c1cccc(NC(=O)Cn2cc3c(n2)CCCC3)c1	-5%[38.3 µM]	-12%	-9%	-7%	-2%	-3%	9%
CCOc1ccc2nc(COC(=O)c3ccncc3)c(C(=O)c3ccccc3)[n+]([O-])c2c1	x	-8%[9.22 µM]	-3%[10 µM]	x	u	x	18%
COc1ccc(/C=C2\Sc3ccc(C(=O)N4CCc5ccccc5C4)cc3N(C)C2=O)cc1	7%	-2%	4%[10 µM]	10%	-28%	5%	-7%
N#Cc1c(-c2ccc(Cl)cc2)c(C#N)c(=O)n(N)c1N	-2%	-11%	-13%[10 µM]	-6%	u	0%	-5%
COCCN(C)C(=O)CC1C(=O)NCCN1CC(c1ccccc1)c1ccccc1 (configuration not stated)	-1%	-5%[9.22 µM]	3%[10 µM]	x	-2%[46 µM]	0%	2%
O=C(Nc1ccn(Cc2ccccc2)n1)c1ccc(F)cc1	8%	20%	-8%[10 µM]	4%	x	-4%	4%
COc1ccc(-c2csc3nc(-c4ccccc4OC)oc(=O)c23)cc1	-2%	-2%	-27%	-34%[inhibitor]	x	0%	-2%
Cc1ccc(N(CC(=O)NCC2CCCO2)C(=O)Cn2nnc(-c3cccs3)n2)cc1 (configuration not stated)	-2%	13%[9.22 µM]	21%[10 µM]	x	6%[46 µM]	-3%	3%
NNC(=O)c1oc2nc(-c3ccccc3)cc(-c3ccco3)c2c1N	x	1%[9.22 µM]	0%[10 µM]	x	x	x	u
Cc1nc2ccc(Cl)cn2c1C(=O)NN	4%	-11%[9.22 µM]	-25%[10 µM]	x	1%[46 µM]	7%	5%
Cc1ccc(NC(=O)N2CCCC(C(=O)O)C2)cc1 (configuration not stated)	x	-7%[9.22 µM]	26%[10 µM]	x	x	x	9%
COC(=O)NNC(=O)COc1ccccc1C	0%	14%	x	-14%	12%	0%	6%
Cc1ccc2cc(CN(CC3CCCO3)S(=O)(=O)c3ccccc3)c3nnnn3c2c1 (configuration not stated)	14%	3%	7%[10 µM]	5%	5%	0%	-4%
CN1CCN(NC(=O)c2cc(-c3cccc(Cl)c3)nc3ccccc23)CC1	3%	-7%	-42%[inhibitor]	-39%[inhibitor]	x	2%	-1%
O=C(CN1CCC(C(O)(c2ccccc2)c2ccccc2)CC1)Nc1cc(Cl)ccc1Cl	18%[38.3 µM]	1%	-12%	5%	-22%	-4%	2%
CC1(C)C2CCC1(C)C1(C2)NC(=O)c2ccccc2O1 (configuration not stated)	5%	2%	x	-9%	-1%	-2%	5%
CC1CCCC(C(=O)O)N1C(=O)CCSC(=O)c1ccccc1 (configuration not stated)	-7%[38.3 µM]	-11%	7%	18%	-3%	-1%	0%

In the list so far, two contain a nitro group on carbon.
SMILES	IMPase Li cell	HttQ103 aggreg	HTT cytoprotect	SMN2 splice enh	LMNA splice mod	Luc counter	CBFb-RUNX1 inh
Cc1cc(C)n(C(=O)c2ccc([N+](=O)[O-])c(Cl)c2)n1	-1%	5%	x	17%	12%	-2%	-1%
O=[N+]([O-])c1cccc(/C=N/n2c(COc3ccccc3)n[nH]c2=S)c1	32%[activator][38.3 µM]	7%	22%	-6%	-2%[0.0737 µM]	5%	-14%

Additional entries follow.
SMILES	IMPase Li cell	HttQ103 aggreg	HTT cytoprotect	SMN2 splice enh	LMNA splice mod	Luc counter	CBFb-RUNX1 inh
O=C(O)COc1ccccc1/C=N/Nc1ccc(S(=O)(=O)N2CCOCC2)cc1[N+](=O)[O-]	4%	-1%	19%[10 µM]	15%	-4%[46 µM]	-4%	-13%
O=C(O)CCC(NC(=O)OCc1ccccc1)C(=O)O (configuration not stated)	2%[38.3 µM]	22%	-13%[0.074 µM]	-2%	-1%	-2%	3%
Cn1cc(CNCCN2CCCCC2=O)c(-c2cccc(Cl)c2)n1	10%	-14%[9.22 µM]	3%[10 µM]	5%	5%[46 µM]	-1%	0%
Cc1cc(OC(=O)c2ccc(Cl)cc2)cc(=O)n1C	-4%[38.3 µM]	-2%	-25%	-4%	-11%	-5%	1%
COc1cc2c(cc1OC)C(c1ccc3c(c1)OCO3)C1=C(CC(C)(C)CC1=O)N2 (configuration not stated)	-9%[38.3 µM]	-5%	-31%	5%	-1%	2%	-9%
O=S(=O)(Nc1ccc(-c2csc(-c3ccccc3)n2)cc1)c1ccc(F)cc1	-3%	-33%	8%[10 µM]	-13%	u	5%	7%
Cc1ccc2nc(COc3ccc(N(C)S(=O)(=O)c4ccccc4)cc3)cc(=O)n2c1	21%	-20%	-39%[inhibitor]	-57%[inhibitor]	-5%[46 µM]	2%	-23%
c1ccc(-c2nnc(CSc3nnc(-c4cccs4)o3)o2)cc1	5%[38.3 µM]	1%	14%[10 µM]	7%	-2%	0%	2%
CS/C(=C/[N+](=O)[O-])Nc1cccc2c1C(C)CC2(C)C (configuration not stated)	3%	-12%	9%	13%	x	-2%	2%
CCCCC(=O)Nc1ccc2c(c1)C(=O)NC2=O	1%[38.3 µM]	-4%	12%	5%	3%	-4%	1%
CCS(=O)(=O)Nc1ccc2[nH]c(=O)[nH]c2c1	-1%	6%	x	4%	x	1%	4%
O=c1c(Cc2c(F)cccc2Cl)c(O)ccn1Cc1ccc(F)cc1	10%	-7%	-46%[inhibitor]	21%	-19%[46 µM]	2%	5%
CN(C)/C=C1/Oc2c(ccc3ccccc23)C1=O	-3%	-10%	9%[10 µM]	-22%	u	0%	1%
CCOC(=O)C1(CC2CCCCO2)CCN(C(=O)Nc2ccc(SC)cc2)CC1 (configuration not stated)	17%	-14%	-68%[inhibitor]	x	x	5%	1%
COc1ccccc1OCCSc1nc(N)cc(N)n1	6%	-15%	-3%[10 µM]	u	-10%	0%	1%
O=[N+]([O-])c1ccc(N2CCCCCC2)c(S(=O)(=O)N2CCCCC2)c1	9%[38.3 µM]	12%	26%	-18%	16%	-1%	-24%
CN(C)/C(=N\S(=O)(=O)c1ccccc1)c1ccc([N+](=O)[O-])cc1	-1%	-1%	2%[10 µM]	4%	-4%	0%	-1%
COc1cccc(NC(=O)CN(C)CC(=O)Nc2ccc3c(c2)CCC3)c1	19%	21%	20%[10 µM]	-1%	-13%[46 µM]	-1%	8%
N#CC1=C(N)Oc2cc(N)ccc2C1c1ccsc1 (configuration not stated)	2%	-22%	x	27%	4%	1%	10%
CCOc1ccc(C2/C(=C(\O)c3cccc(OC)c3)C(=O)C(=O)N2c2cc(C)on2)cc1OC (configuration not stated)	-3%[38.3 µM]	9%	-15%[0.074 µM]	15%	-3%	3%	2%
COc1ccc(-n2nnnc2SCc2nc(N)nc(N3CCOCC3)n2)cc1	-2%[38.3 µM]	-8%	-11%	-33%[inhibitor]	7%	0%	-2%
CCOC(=O)C1=C(N)n2c(s/c(=C/c3ccccc3)c2=O)=C(C(=O)OCC)C1c1ccccc1 (configuration not stated)	-16%[38.3 µM]	0%	-3%	-2%	-7%	-3%	2%
CCn1c(SCC(=O)NCc2ccco2)nnc1C(C)C	-4%[38.3 µM]	25%	-1%	-3%	u	1%	2%
Fc1ccccc1NC(=S)N1CCN(C/C=C/c2ccccc2)CC1	0%	6%	-8%[10 µM]	-14%	u	-3%	-5%
COc1cc(-c2cccs2)cc(=O)c2c(C)oc(C)c12	6%[38.3 µM]	-17%	-20%[10 µM]	-32%[inhibitor]	u	-1%	-24%
SMILES	IMPase Li cell	HttQ103 aggreg	HTT cytoprotect	SMN2 splice enh	LMNA splice mod	Luc counter	CBFb-RUNX1 inh
O=C(Nc1ccc(Cl)cc1)c1cccs1	-11%[38.3 µM]	u	-24%	23%	u	-7%	2%
O=C(COC(=O)CNC(=O)C1CCCCC1)Nc1ccc(Cl)cn1	4%[38.3 µM]	3%[9.22 µM]	2%[10 µM]	15%	5%	-5%	5%
N#C/C(=N\Nc1cccc2ccccc12)c1nnc2n1CCCCC2	-4%	0%	2%[10 µM]	-14%	u	-3%	4%
C=CCOc1nc2c(c(=O)n(C)c(=O)n2C)n1Cc1ccc(Cl)cc1Cl	38%[activator][38.3 µM]	u	-3%	-66%[inhibitor]	0%	-2%	2%
COc1cc(SC#N)ccc1N=Cc1c(C)[nH]n(-c2ccc(C)c(C)c2)c1=O	2%	12%	-3%[10 µM]	-96%[inhibitor]	u	u	-2%
Cc1[nH]c(C)c2c(=O)n(-c3ccccc3)ncc12	-14%[38.3 µM]	-1%	-11%	0%	9%	-3%	-5%
CC(=O)c1ccc(OC(=O)C(CCS(C)(=O)=O)N2C(=O)c3ccccc3C2=O)cc1 (configuration not stated)	-3%[38.3 µM]	4%	7%[10 µM]	7%	0%	-3%	0%

Results in SMN2 splice enh and HttQ103 aggreg, for some of the entries so far:
structure	SMN2 splice enh	HttQ103 aggreg
CCn1c(SCC(=O)NCc2ccco2)nnc1C(C)C	-3%	25%
Fc1ccccc1NC(=S)N1CCN(C/C=C/c2ccccc2)CC1	-14%	6%
COc1cc(-c2cccs2)cc(=O)c2c(C)oc(C)c12	-32%[inhibitor]	-17%
